DAGLB inhibitor: DAGLB lipase inhibitors, primary screen, biochemical, fluorescence, HTS | hit rate 0.059% among 340,000 | Diacylglycerol lipase-beta (Homo sapiens), Q8NCG7 | HEK293T DAGLB membrane lysate, EnzChek fluorogenic substrate | inhibition, % at 5.17 µM; in the data active means inhibition above about 34%;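 further: 0% = enzyme with vehicle and 100% = wells lacking enzyme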
RTF Ca sens inh: cardiac RTF calcium sensitivity inhibitors, primary screen, biochemical, IANBD-TnC fluorescence, EC70 calcium | Troponin I, cardiac muscle (Homo sapiens) + Troponin T, cardiac muscle (Homo sapiens) + … | IANBD-labeled cardiac RTF, Ca2+ fluorescence | inhibition, % at 7.15 µM | hit rate 0.12% among 340,000 | AID 493244, 2011;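 active means inhibition above the mean inhibition of all tested compounds plus 3 SD, cut at about 17% in these data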;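 further: assay run at fixed EC70 calcium of 1.6 mM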
SR-BI DiI-HDL act: activators of SR-BI mediated DiI-HDL uptake, primary screen, ldlA[mSR-BI] CHO cells, DiI fluorescence | 3 h; 100 = double the neutral-control signal | hit rate 0.096% among 320,000 | activation, % at 12.5 µM;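 active means mean replicate activation of at least 60% and every replicate at or above 60%; inconclusive means mean or all-replicate condition met, but not both; inactive means mean below 60% and not all replicates reaching 60%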;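 further: 0% = median plate neutral-control signal and 100% = twice that signal; values of inactives mirror those of a sister screen read the other way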
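Test system: SR-BI-overexpressing, LDLR-lacking CHO cells; Also added: labelled HDL, 10 µg/mL; Measured by: bottom-read cell fluorescence after medium removal, ex 550/em 595 nm; Timing: 3 h uptake period with compound, 37 °C; Buffer or medium: F12, 0.5% BSA, 25 mM HEPES; Doses: single compound concentration, delivered by pin transfer.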
CAL PDZ FP-1: CAL PDZ peptide-binding inhibitors, primary screen, biochemical, fluorescence polarization, Cer-tagged CAL PDZ, HTS; Golgi-associated PDZ and coiled-coil motif-containing protein (Homo sapiens), Q9HD26; purified CAL PDZ, TMR-peptide fluorescence polarization, 1 h; inhibition, % at 20 µM; hit rate 0.02% among 330,000; AID 504414, 2011;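 active means highest replicate inhibition of at least 40%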;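 further: plate controls were DMSO neutral control wells for no effect and unlabeled competitor peptide control wells for full effect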
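System: tagged CAL PDZ domain. Schedule: 1 h room-temperature incubation prior to read. Signal: fluorescence polarization (mP). Measure: percent inhibition from loss of millipolarization.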
CAL PDZ FP-2: untagged CAL PDZ binding inhibitors, primary screen, biochemical, fluorescence polarization, HTS; AID 602252, 2012; hit rate 0.92% among 300,000; inhibition, % at 24.9 µM; purified CAL PDZ, TMR-peptide fluorescence polarization, 1 h; Golgi-associated PDZ and coiled-coil motif-containing protein (Homo sapiens), Q9HD26;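 active means mean inhibition of at least 30% with at least half of replicates also reaching 30%; inconclusive means no clear call, values can overlap the other calls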;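 further: 0% = DMSO neutral control and 100% = excess unlabeled competitor peptide PRC23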
PKA-R2B act: activators of PKA-R2B holoenzyme, primary screen, biochemical, fluorescence polarization, Cy5-IP20, human | cAMP-dependent protein kinase catalytic subunit beta (Homo sapiens) + cAMP-dependent … | PKA-R2B holoenzyme dissociation; R2B truncated from residue 108, S112A mutant; 0% DMSO only, 100% 113 µM cGMP | activation, % at 11.4 µM | hit rate 0.079% among 340,000;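 active means activation above a cutoff set at the mean over all compounds plus 3 SD, cut at about 18% in these data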;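 further: higher means more holoenzyme dissociation and a rise in polarization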
Target sequence (P31323 whole entry, looked up, other chains not shown, the tested form may be a part): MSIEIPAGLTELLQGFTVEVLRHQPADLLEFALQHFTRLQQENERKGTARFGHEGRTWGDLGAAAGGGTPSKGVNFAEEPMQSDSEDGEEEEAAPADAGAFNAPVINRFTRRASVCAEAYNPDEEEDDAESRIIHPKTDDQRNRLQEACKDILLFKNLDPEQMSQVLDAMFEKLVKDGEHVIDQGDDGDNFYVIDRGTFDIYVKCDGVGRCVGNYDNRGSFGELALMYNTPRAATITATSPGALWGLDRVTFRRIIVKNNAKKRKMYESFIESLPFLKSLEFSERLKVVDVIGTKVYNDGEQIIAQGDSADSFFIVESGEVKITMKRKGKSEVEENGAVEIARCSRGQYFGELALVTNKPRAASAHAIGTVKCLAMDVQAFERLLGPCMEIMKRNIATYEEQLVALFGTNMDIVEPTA
RTF Ca sens act: cardiac RTF calcium sensitivity activators, primary screen, biochemical, IANBD-TnC fluorescence, EC20 calcium | Troponin I, cardiac muscle (Homo sapiens) + Troponin T, cardiac muscle (Homo sapiens) + … | IANBD-labeled TnC RTF fluorescence at EC20 calcium; 0% EC20 calcium, 100% full calcium | hit rate 0.24% among 340,000 | activation, % at 7.2 µM;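 active means activation above the mean over all tested compounds plus 3 SD, cut at about 30% in these data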;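 further: rise in fluorescence read as greater calcium sensitivity of cardiac thin filaments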
LANA DNA inh: inhibitors of KSHV C-LANA binding to DNA, primary screen, biochemical, fluorescence polarization, FAM-LBS DNA, MBP-C-LANA, single point; inhibition, % at 9 µM; hit rate 0.078% among 340,000; AID 504423, 2011;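 active means highest replicate inhibition at or above 60% at 9 µM, even if other replicates fall short; inactive means all replicates below 60% inhibition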;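 further: 0% = neutral control wells and 100% = 4 µM acridine orange control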
Keap1-Nrf2 PPI: Keap1-Nrf2 protein-protein interaction inhibitors, primary screen, biochemical, fluorescence polarization, single point; hit rate 0.15% among 340,000; Kelch-like ECH-associated protein 1 (Homo sapiens), Q14145; inhibition, % at 9.4 µM; AID 504523, 2011; Keap1 Kelch-Nrf2 peptide fluorescence polarization, 1536-well; in the data active means inhibition above about 12%; inconclusive means no clear call, values can overlap the other calls; inactive means below about 7.3%;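 further: human Keap1 Kelch domain with fluorescein labeled Nrf2 9mer peptide probe; 0% = neutral control wells and 100% = peptide positive control; higher means more block of Keap1 binding to Nrf2 peptide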
Rtt109 HAT inh: inhibitors of C. albicans Rtt109/Vps75 HAT, primary screen, biochemical, ThioGlo CoA-SH fluorescence, plate reader; Histone acetyltransferase RTT109 (Candida albicans (strain SC5314 / ATCC MYA-2876)), …; AID 540336, 2011; inhibition, % at 34.9 µM; hit rate 0.16% among 330,000; purified Rtt109/Vps75, 4 h;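 active means inhibition of at least 50% in every replicate; inconclusive means best replicate reaches 50% inhibition but some replicates fall short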
Target sequence (Q5AAJ8 whole entry, looked up): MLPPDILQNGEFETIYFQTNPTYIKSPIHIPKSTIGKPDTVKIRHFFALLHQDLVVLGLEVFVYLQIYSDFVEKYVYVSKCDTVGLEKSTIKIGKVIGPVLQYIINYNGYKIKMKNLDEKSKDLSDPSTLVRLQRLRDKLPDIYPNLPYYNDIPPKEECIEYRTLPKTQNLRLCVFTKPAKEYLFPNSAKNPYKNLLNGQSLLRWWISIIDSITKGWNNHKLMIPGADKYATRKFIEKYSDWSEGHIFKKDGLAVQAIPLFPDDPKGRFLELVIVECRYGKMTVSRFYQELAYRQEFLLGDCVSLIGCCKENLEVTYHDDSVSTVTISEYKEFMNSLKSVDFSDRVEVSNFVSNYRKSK
The depositor's hits bear a star; ? = inconclusive; nt = no result given.

SMILES | DAGLB inhibitor | RTF Ca sens inh | SR-BI DiI-HDL act | CAL PDZ FP-1 | CAL PDZ FP-2 | PKA-R2B act | RTF Ca sens act | LANA DNA inh | Keap1-Nrf2 PPI | Rtt109 HAT inh
O=C(Cc1ccc(Cl)c(Cl)c1)Nc1cccc(S(=O)(=O)N2CCOCC2)c1 | -1.8 | -3.5 | -21.4 | 7.6 | -3.2 | -1.6 | -0.4 | 0.2 | 1.3 | -11.5
C=C(NS(=O)(=O)c1ccc(C)cc1)C(=O)OC | -1.6 | -6.5 | 14.1 | -0.3 | -3.7 | -0.5 | -1.6 | 0.4 | -6.7 | 2.9
CC(=O)c1ccc(OCC(O)CN2C(C)CCCC2C)cc1 (centres undefined) | -0.2 | -3.1 | 17.4 | -1.1 | 0.0 | 2.2 | 4.6 | -0.5 | -0.5 | -16.9
NNC(=O)c1sc2cc(C(F)(F)F)cnc2c1-c1cccs1 | nt | nt | -60.7 | -0.6 | 3.2 | nt | nt | -0.4 | -4.4 | -1.4
CCCn1nnnc1-c1cccc(Cl)c1 | 2.0 | -3.6 | 4.3 | -1.2 | -0.9 | -2.9 | 0.3 | 0.8 | -2.3 | -1.6
COC(=O)Oc1ccc(/C=C/C(=O)OC(C)C)cc1OC(=O)OC | 8.8 | -1.4 | 7.2 | 0.1 | 0.1 | 1.1 | -5.4 | -0.2 | -1.2 | 1.5
CCNC(=S)Nc1ccc(Oc2ccccc2)cc1 | 1.1 | 4.6 | -18.1 | -1.7 | -3.1 | -1.1 | -3.5 | 0.4 | -0.4 | -4.5
Cc1cccc(C)c1OCc1cc(C(=O)NCC2COCCO2)no1 (centres undefined) | -0.7 | -1.5 | -5.9 | -0.5 | -0.5 | -1.2 | 2.5 | 0.2 | -6.6 | 1.2
CC1(C)Cc2c(sc3c2c(=O)n(-c2ccc(Cl)cc2)c(=O)n3CC(N)=O)CO1 | 1.0 | -8.2 | 7.2 | 0.0 | 1.9 | 11.2 | 9.8 | 1.3 | -5.6 | 4.6
O=C(Nc1ccccc1-c1ccccc1)c1ccc(Cl)c([N+](=O)[O-])c1 | -2.5 | -3.7 | 10.9 | -1.9 | -5.2 | -11.8 | 18.9 | -0.3 | -2.2 | -6.3
Cc1nn(Cc2cccc(C(=O)NCC(C)C)c2)c(C)c1Br | 0.6 | -8.8 | -31.3 | -0.8 | -1.5 | 8.2 | -0.8 | 1.6 | -3.4 | 5.7
O=C(NCc1ccco1)c1ccc2c(c1)C(=O)N(Cc1ccccc1)C2=O | 1.3 | 3.9 | -4.2 | -4.2 | -5.1 | -3.4 | -0.6 | -1.0 | 1.0 | 10.1
COc1ccccc1CN1CCNC(=O)C1CC(=O)NCCC1=CCCCC1 (centres undefined) | 0.9 | -15.4 | nt | -1.7 | -3.9 | 13.6 | 2.9 | -1.6 | -5.9 | 16.9
O=C(NC1CC2CCC(C1)N2Cc1nnnn1Cc1ccco1)NC12CC3CC(CC(C3)C1)C2 (centres undefined) | -0.9 | -1.1 | -19.8 | -1.3 | -2.8 | 0.8 | -4.1 | 5.6 | -0.9 | -9.2
O=C(NCC1CCCCC1)c1ccc(F)cc1Cl | -2.6 | -5.8 | 16.5 | 2.3 | -4.9 | 2.0 | -2.5 | -0.4 | -5.4 | -5.9
CCN(CC(O)COc1ccc(OCC(O)CN(CC)C2CCCCC2)cc1)C1CCCCC1 (centres undefined) | -2.1 | -1.5 | -1.1 | -1.4 | -2.5 | -5.5 | 7.8 | -0.4 | -0.3 | -8.0
Cc1cnc(NC(=O)C2CCC(C(C)(C)C)CC2)s1 (centres undefined) | -4.2 | -5.6 | 3.1 | -0.9 | nt | -12.2 | -2.0 | -2.1 | -5.1 | -8.4
CCC(=NCCc1ccc(OC)c(OC)c1)C1=C(O)CC(C)(C)CC1=O | 1.2 | -5.1 | 8.9 | -3.0 | -2.0 | -4.5 | -5.0 | 1.0 | -3.7 | -14.6
C/C(=N\NC(=O)CC#N)c1cc2ccccc2oc1=O | 1.6 | -5.4 | 22.7 | -0.2 | 0.2 | 7.7 | 2.1 | -1.1 | -4.0 | -3.6
COc1ccc(CCNC(=O)c2cc3c(=O)n4ccccc4nc3n(C3CCCCC3)c2=N)cc1OC | 0.0 | -8.3 | -19.9 | -2.7 | 23.3 | -1.8 | -4.2 | 0.9 | -3.9 | ?
C=CCN(CC=C)C(=O)c1cc2ccccc2c(=O)o1 | -2.0 | -15.7 | 7.9 | -1.4 | -1.5 | -2.0 | 3.5 | -0.7 | 1.9 | 4.8
O=C(Nc1ccc(F)cc1)c1ccc(=O)[nH]n1 | -1.0 | -1.4 | 36.1 | nt | -4.8 | -11.4 | -5.2 | -0.9 | -2.9 | 0.3

4 entries drawn at random from the list so far, as already listed:
SMILES | DAGLB inhibitor | RTF Ca sens inh | SR-BI DiI-HDL act | CAL PDZ FP-1 | CAL PDZ FP-2 | PKA-R2B act | RTF Ca sens act | LANA DNA inh | Keap1-Nrf2 PPI | Rtt109 HAT inh
O=C(Nc1ccc(F)cc1)c1ccc(=O)[nH]n1 | -1.0 | -1.4 | 36.1 | nt | -4.8 | -11.4 | -5.2 | -0.9 | -2.9 | 0.3
Cc1cnc(NC(=O)C2CCC(C(C)(C)C)CC2)s1 (centres undefined) | -4.2 | -5.6 | 3.1 | -0.9 | nt | -12.2 | -2.0 | -2.1 | -5.1 | -8.4
CCNC(=S)Nc1ccc(Oc2ccccc2)cc1 | 1.1 | 4.6 | -18.1 | -1.7 | -3.1 | -1.1 | -3.5 | 0.4 | -0.4 | -4.5
C=C(NS(=O)(=O)c1ccc(C)cc1)C(=O)OC | -1.6 | -6.5 | 14.1 | -0.3 | -3.7 | -0.5 | -1.6 | 0.4 | -6.7 | 2.9
